# Screens (PubChem)
# Mm-Cpn inhibitor = M. maripaludis TRiC chaperonin inhibition. hit rate 0.031% among 330,000. AID 504842. Potency, µM (highest dose often 76.9 µM), without a hit: top-dose activity, negative = inhibition, usual class: inhibitors. purified Mm-Cpn ATPase, ADP Transcreener TR-FRET; further: potency means the concentration at half of the fitted maximal effect; on the % scale 0 is the no-effect control and ±100 the full control effect; nearly all actives have a fitted effect of over 80% in size
#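 Purified archaeal chaperonin (25 nM final) was preincubated with compound for 10 min at 37°C, then ATP (10 uM final) was added for 30 min at 37°C in Tris pH 7.4/KCl/MgCl2/DTT buffer. ADP was quantified by HTRF Transcreener TR-FRET.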
# Abeta yeast res = compounds reversing amyloid beta toxicity in yeast; hit rate 0.063% among 410,000; yeast expressing A-beta42, growth rescue, OD600, 48 h; response scale: 0% DMSO, 100% iron-clioquinol control; Potency, µM (top dose mostly 46.1 µM), for the others: at the highest dose growth rescue, hits mostly activators; AID 1347071; further: potency means the concentration at half of the fitted maximal effect; nearly all actives have a fitted effect of over 55% in size
#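 Yeast growth medium received pinned compounds, then yeast cells expressing toxic A-beta were added; plates incubated at 30 C for 48 hr. Growth read as absorbance at 600 nm, normalized to DMSO and equimolar FeCl3 plus clioquinol controls.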
# HepG2 viability = HepG2 cytotoxicity, counter-screen for TGF-b inhibitors; HepG2 CAGA-GFP viability, ATP luminescence, 18 h; Potency, µM (top dose mostly 46.1 µM), inactives show at the top dose activity change, negative = cytotoxicity, hits mostly cytotoxic; hit rate 0.76% among 410,000; further: potency means the concentration at half of the fitted maximal effect; some results filed as inactive show a strong effect at the top dose
#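 CellTiter-Glo luminescence gave cytotoxicity after 18 hours at 37 degrees C. The cells were HepG2 CAGA-GFP in 1% FBS DMEM, stimulated with 500 pg/mL TGF-beta after compound addition. %Activity was normalised to no-cell wells (complete cell-killing) and DMSO (no toxicity), and curves were fitted and classified.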
# A549 tox = A549 cytotoxicity, counter-screen for Nrf2 inhibitors; AID 504648; Potency, µM (titrated, usually from 46 µM), without a hit: at the top dose activity change, negative = cytotoxicity, usual class: inhibitors; hit rate 0.16% among 390,000; A549 ARE-Fluc cells, CellTiter-Fluor viability, 18-24 h; further: potency means the concentration at half of the fitted maximal effect; on the % scale 0 is the no-effect control and ±100 the full control effect
#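 Cytotoxicity counterscreen: CellTiter-Fluor fluorescence was measured in A549 ARE_Fluc cells after 18-24 h of compound exposure in a concentration series. The subsequent BugLite luminescent read reports ARE-luciferase activity.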
# TGFb SMAD3 inh = inhibitors of TGF-b signaling; Potency, µM (highest dose often 46.1 µM), for the others: top-dose activity, negative = inhibition, usual class: inhibitors; hit rate 1.2% among 410,000; AID 588855; HepG2 CAGA-GFP TGF-b/SMAD3 reporter, GFP fluorescence, 18 h; TGF-beta stimulated, 500 pg/mL final; further: potency means the concentration at half of the fitted maximal effect; on the % scale 0 is the no-effect control and ±100 the full control effect; nearly all actives have a fitted effect of over 65% in size
#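 Inhibition was scored as loss of TGF-beta-induced (500 pg/mL final, 18 hours, 37 degrees C) GFP in HEPG2 cells carrying a CAGA-GFP reporter, in DMEM with 1% FBS. Well GFP was summed per cell; Activity was normalised to unstimulated and stimulated DMSO wells, then concentration-response fitting.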
# Nrf2 activator = activates Nrf2 signaling; AREc32 ARE-luciferase reporter (MCF7-derived line), luminescence, 24 h; hit rate 0.31% among 410,000; Potency, µM (series often up to 46.1 µM), without a hit: top-dose activation, usual class: activators; further: potency means the concentration at half of the fitted maximal effect; % of control where 0% means no effect; nearly all actives have a fitted effect of over 65% in size
#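 Quantitative high-throughput format: AREc32 reporter cells, 1000 per well, received compound by pin transfer and were incubated 24 hr at 37 deg C, 5% CO2, before Steady-Glo luminescence detection.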
# Akt phos inh = Akt phosphorylation inhibition; AID 651550; hit rate 0.32% among 360,000; activity change, % for hits at 50 µM; Neuro2A IGF-stimulated pAkt S473 HTRF, 20 min; active compounds read low; in the data active means activity change below about -80%; inconclusive means mostly about -51% to -80%; further: on the % scale 0 is the no-effect control and ±100 the full control effect
#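 Neuro2A cells (4,500/well, DMEM with 0.5% FBS) were treated with compound at a single 50 µM final concentration, stimulated with 6 nM IGF for 20 min at 37 °C, and lysed. Phospho-Akt Ser473 was read by HTRF as 665/615 ratio ×10^4.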
# CCT chaperon mod = changes cytosolic chaperonin activity | AID 651819 | purified chaperonin ATPase assay, HTRF ADP detection, 30 min | hit rate 0.3% among 360,000 | activity change, % (test concentration not listed), hits read low; in the data active means activity change below about -30%; further: on the % scale 0 is the no-effect control and ±100 the full control effect
#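 TRiC (40 or 20 nM final, by batch activity) in 30 mM Tris pH 7.4, 100 mM KCl, 5 mM MgCl2, 1 mM DTT was treated with compound at 76 uM single dose, then 10 uM ATP, 30 min at 37 °C. ADP was read by HTRF Transcreener.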
# Nrf2 inh = blocks Nrf2 signaling; hit rate 2.1% among 360,000; Potency, µM (series often up to 46 µM), for the others: at the top dose activity change, negative = inhibition, hits mostly inhibitors; A549 ARE-Fluc reporter, luciferase luminescence, 18-24 h; further: potency means the concentration at half of the fitted maximal effect; on the % scale 0 is the no-effect control and ±100 the full control effect; nearly all actives have a fitted effect of over 60% in size
#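 Cells were seeded and rested 2 h, then exposed to compounds for 18-24 h. CellTiter-Fluor was read first as a viability measure. BugLite was added 15 min before the final luminescent read of ARE-luciferase activity in A549 cells.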
# * hit, by the source's call; i = inactive; ? = inconclusive; . = not tested or not shown; [ ] = remark or other dose. Unless noted, the call rests on the fitted dose curve; in most records, active means well fitted curve in the direction sought with a large enough effect; inconclusive means small, poorly fitted or top-dose-only effect, or another doubt; inactive means no such curve, though single readings can be large; an effect the other way counts as inactive or inconclusive.
# Sequence of screens: Mm-Cpn inhibitor	Abeta yeast res	HepG2 viability	A549 tox	TGFb SMAD3 inh	Nrf2 activator	Akt phos inh	CCT chaperon mod	Nrf2 inh
> O=[N+]([O-])c1cnn(-c2nc(-c3cccs3)cc(C(F)(F)F)n2)c1
 : 2%	9%	-1%	1%	12%	2.6%	i	-1.3	-6%
> Cc1ccc(N2CC(C(=O)NC3CCSC3=O)CC2=O)cc1 (stereo not given)
 : 1%	3%	-5%	0%	-1%	0.2%	i	-3.9	19%
> CCOc1ccccc1C(=O)NCC(=O)NCC1CCCCC1
 : 0%	-17%	-17%	4%	-19%	-0.4%	i	-1.9	-9%
> CSc1ccccc1OCc1cc(C(=O)NCCCc2ccccc2)no1
 : 1%	7%	2%	-4%	3%	-1.8%	i	0.0	3%
> COc1ccc(C(=O)N=c2nc(-c3ccccc3)n(-c3ccccc3)s2)cc1
 : .	.	-14%	12%	-1%	.	.	.	8%
> C=CCN1CC2(c3ccccc3)CN(CC=C)CC(c3ccccc3)(C1)C2=O
 : 2%	3%	-8%	-6%	1%	0.0%	i	-4.5	12%
> O=C(Nc1cc(Cl)ccc1Cl)Nn1cnnc1
 : 1%	-5%	6%	2%	-6%	0.1%	i	-0.7	21%
> CN1CCN(C(=O)CCNC(=O)Cn2cnc3ccccc3c2=O)CC1
 : 2%	-17%	-32%	5%	-8%	2.8%	i	-0.7	-2%
> C=CCn1c(C)cc(C(=O)CN2NS(=O)(=O)c3ccccc3C2=O)c1C
 : ?	1%	-11%	1%	?	3.1%	i	-1.1	?
> COc1cccc(-c2cn3c(n2)sc2cc(C(=O)NC4CCCCC4)ccc23)c1
 : .	-1%	-24%	3%	-15%	0.2%	.	.	-13%
> CC(C)N(Cc1nc(-c2ccc(Cl)cc2)no1)C(=O)C12CC3CC(CC(C3)C1)C2
 : 1%	9%[9.22 µM]	9%	-4%	11%	-1.1%	i	-1.2	.
> CCCCC(=O)N/N=C/c1ccc(Sc2cccc3cccnc23)o1
 : 1%	28%	2%	-17%	?	4.7%	i	-4.5	?
> O=C(O)c1cccc2c1C(=O)c1ccccc1-2
 : 1%	-50%[inhibitor]	1%	0%	4%	1.8%	i	-1.2	1%
> C=CCOC1COC2C(OCC=C)COC12 (stereo not given)
 : .	8%	-6%	-9%	3%	-1.1%	i	-2.1	1%
> Cc1c(Cc2ccccc2)c(=O)oc2cc(OCc3ccc(C(=O)O)cc3)ccc12
 : 1%	-4%	-13%	6%	-7%	2.9%	i	-0.7	-25%
> Cc1ccc(/C=N/NC(=O)CNC(=O)c2ccc(S(=O)(=O)N(C)C)cc2)o1
 : -2%	-1%	1%	-5%	2%	-0.1%	i	-0.9	-23%
> CCCN1C(=O)C(O)(CC(=O)c2ccc3c(c2)OCCO3)c2ccccc21 (stereo not given)
 : -1%	21%	11%	6%	2%	-0.7%	i	-2.2	.
> CC(=O)Nc1ccc(S(=O)(=O)N2CCc3cc4c(cc3C2)OCCCO4)cc1
 : 1%	3%	-18%	0%	-14%	0.7%	i	-0.7	?
> Cc1nc(N)sc1N=Nc1ccccc1C(F)(F)F
 : 1%	6%	-21%	-24%	0%	2.7%	i	-0.6	?
> CC1=CC(=O)Nc2cncnc2N1
 : .	8%	5%	-3%	4%	-0.7%	i	-0.8	-3%
> Cc1[nH]c2ccccc2c1C1=NNC(=Nc2ccc(F)cc2)SC1
 : -2%	-8%	-35%	?	?	1.9%	i	0.2	?
> COc1cccc(-c2nc(CS(=O)(=O)CC(=O)Nc3cccc(C)c3C)c(C)o2)c1
 : -5%	3%	-48%	-1%	?	-0.4%	i	0.5	-4%
> COC(=O)Cc1ccc(N(Cc2ccccc2F)S(=O)(=O)c2ccc(Cl)cc2)cc1
 : 2%	-16%	-7%	-3%	?	0.3%	i	0.5	?
> CC(NC(=O)C1CC=CCC1C(=O)O)C1CC2CCC1C2 (stereo not given)
 : 0%	-6%	-12%	-7%	-1%	-0.1%	i	-0.4	1%
> Cc1ccc(CNC(=O)CCCOc2cc(=O)n(C)c3ccccc23)o1
 : -5%	21%	-1%	-4%	-3%	7.9%	i	0.2	-8%
> Cc1nc(-c2ccccc2)nc2[nH]ccc(=O)c12
 : -1%	4%	-10%	?	19%	?	i	-3.9	19%
> Cc1ccc(NC(=O)CCc2nnc3n(CC(C)C)c(=O)c4ccccc4n23)cc1C
 : .	-7%	-1%	-3%	-17%	0.6%	.	.	7%
> COc1ccccc1NC(=O)NCCc1ccccc1
 : 0%	19%	2%	3%	-1%	0.1%	i	-2.0	15%
> O=C(CSc1nc(-c2ccc(F)cc2)cs1)NCC1CCCO1 (stereo not given)
 : 2%	15%	-20%	-10%	40%[activator]	0.4%	i	-2.0	?
> COc1ccc(C)cc1NC(=O)C1CC1c1ccccc1 (stereo not given)
 : .	8%	1%	4%	23%	2.3%	i	-0.3	-1%
> Cc1ccnc(NC(=O)CCC(=O)N(CC(=O)NCc2ccc(F)cc2)Cc2ccco2)c1
 : -1%	-17%	-34%	3%	14%	-0.6%	i	2.3	?
> COCCCn1c(=N)c(C(=O)NC2CCCC2)cc2c(=O)n3cccc(C)c3nc21
 : .	-4%	-24%	22%	-1%	-0.6%	.	.	2%
> CCOc1ccccc1-n1c(SCC(=O)N2CCOCC2)nc2ccccc2c1=O
 : -1%	9%	7%	?	-2%	-0.4%	i	-1.7	10%
> CCN(CC)c1c([N+](=O)[O-])c(=O)n(C)c2ccccc12
 : 2%	-13%	-12%	6%	-8%	0.2%	i	0.9	-14%
> CC(=O)c1ccc(-n2c(CCC(=O)O)ccc2-c2ccc(Br)cc2)cc1
 : -2%	4%	-11%	-2%	-5%	-0.1%	i	-2.5	-11%
> Cc1ccc2c(c1)N(C(=O)CCC(=O)NCCCN(C)Cc1ccccc1)CCO2
 : -1%	5%	-17%	2%	-16%	0.4%	i	-1.0	16%
> CC(C)(C)NS(=O)(=O)c1ccc(NC(=S)NC(=O)C2CC2)cc1
 : -1%	-2%	-27%	-7%	?	0.0%	i	0.9	?
> CCOC(=O)c1ccccc1NC(=O)c1ccc(F)cc1
 : 0%[15.4 µM]	-24%	9%	-13%	-2%	-0.8%	i	2.6	11%
> CC1CCN(S(=O)(=O)c2cccc(-c3nnc(-c4cccnc4)o3)c2)CC1
 : 0%	3%	-11%	3%	10%	0.0%	i	-1.1	-1%
> CCn1c(=NC(=O)CS(=O)(=O)c2ccccc2)sc2cccc(OC)c21
 : 0%	-26%	0%	0%	-13%	-0.3%	i	4.6	?
> Cn1c(NCc2c[nH]c3ccccc23)nc2ccccc21
 : -20%	19%	-31%	-8%	?	17%	i	-0.1	?
> Nc1ccccc1C(=O)N/N=C1\C2CN3CCN(C2)CC1(c1ccccc1)C3
 : 0%	-14%	17%	-3%	4%	4.8%	i	3.9	?
> CCOc1ccc(C(=O)NCC(=O)Nc2ncccc2C)cc1OCC
 : 1%	-1%	0%	1%	0%	1.5%	i	1.3	7%
> Cc1ccc(SCCN2C(=O)NC(C)(C)C2=O)cc1
 : 3%	27%	-15%	0%	-3%	-0.4%	i	0.6	?
> C/C(=N\Nc1cccc(C(F)(F)F)c1)c1ccc(O)cc1
 : -2%	-15%	-6%	0%	1%	10%	i	-0.7	0%
> COC(=O)NNC(=O)COc1ccc2ccccc2c1Br
 : -11%	-18%	-4%	12%	4%	4.4%	i	1.3	28%
> O=C(Cn1c(=O)c2ccccc2n2nncc12)Nc1cccc(F)c1
 : .	0%	-9%	-1%	0%	0.4%	.	.	-13%
> CCOC(=O)c1c(SCC(=O)Nc2nc(C)cs2)nc(=O)[nH]c1C
 : 4%	-14%	4%	5%	-16%	3.1%	i	-1.4	8%
> Cc1c(C(=O)N2CCC(C)CC2)oc2ccc3c(c12)C(O)CC1(CCCCC1)O3 (stereo not given)
 : -2%	?	-15%	-19%	?	-1.3%	i	-0.8	?
> Cc1ccnc(NC(=O)c2ccccc2NC(=O)c2ccccc2)c1
 : 0%	-18%	-4%	-4%	2%	0.2%	i	-0.6	11%

# Next records follow:
# Sequence of screens: Mm-Cpn inhibitor	Abeta yeast res	HepG2 viability	A549 tox	TGFb SMAD3 inh	Nrf2 activator	Akt phos inh	CCT chaperon mod	Nrf2 inh
> COc1cccc2cc(-c3nnc(-c4ccccc4)o3)c(=O)oc12
 : -7%	-7%	-12%	5%	0%	7.8%	i	2.0	?
> CCCCCCSc1ccc([C@@H]2[C@@H]3C(=O)N(CC)C(=O)[C@@H]3[C@]3(C(=O)OC)CCCCN23)cc1OC
 : -5%	0%	-28%	-9%	?	7.5%	i	-3.8	?
> Cc1ccc(NC(=O)COC(=O)c2ccc(-n3nc(C)cc3C)cc2)c(F)c1
 : 1%	0%	-29%	-5%	-25%	0.0%	i	1.8	3%
> COc1ccc(NC(=S)NNC(=O)c2ccccc2OC(F)F)cc1
 : -13%	-2%	-13%	1%	-2%	6.5%	i	-2.0	1%
> COc1ccc(-c2nn(-c3ccccc3)cc2C(=O)NCC2CCCO2)cc1 (stereo not given)
 : ?	5%	0%	1%	14%	2.9%	i	-0.8	1%
> COc1cccc(CNC(C)C(=O)Nc2ccc3c(c2)OCCO3)c1 (stereo not given)
 : -3%	3%	1%	2%	0%	3.6%	i	-2.4	3%
